High-throughput results (PubChem)
Wnt act = Wnt/beta-catenin pathway activation; AID 743398; Wnt/beta-catenin reporter cell assay, activator, plate reader; 300,000 tested, 1.2% active; activation, % at 9.35 µM; in the data active = activation above about 30%, passing the limit was not always enough;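 note: 0% = neutral control wells and 100% = positive control wells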
V-ATPase pH = yeast V-ATPase proton transport regulation by pHLuorin. S. cerevisiae, pHLuorin cytosolic pH fluorescence. response, % at 10 µM. 350,000 tested, 0.37% active; in the data active = response mostly above about 7.3%, no sharp cut-off; inactive = mostly below about 5.4%; note: actives read high; inactives centre near 0; some compounds called inactive have numbers as strong as hits; reference of the scale not given here
CDK5 p35 inh = blocks human CDK5/p35 kinase activity. Recombinant CDK5/p35, ADP-Glo luminescence, 60 min. inhibition, % at 10 µM. 330,000 tested, 0.01% active;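 active = highest replicate inhibition of at least 50% and at least 75% of replicates reaching 50%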;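 note: plate controls were DMSO neutral control for no effect and GW8510 at 10 µM for full effect; many of its hits are not listed in these tables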
PvdQ acylase = blocks Pseudomonas aeruginosa PvdQ acylase activity; inhibition, % at 10 µM; 340,000 tested, 0.063% active; AID 488965; purified PvdQ acylase, fluorescence plate reader; in the data active = inhibition above about 30%, passing the limit was not always enough;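 note: 0% = vehicle neutral wells and 100% = reference inhibitor wells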
HTR5A inv ag = counter-screen for OPRM1-OPRD1 inverse agonists: human HTR5A inverse agonism. HTR5A cell line, luminescence. inhibition, % at 9.3 µM. AID 504634. P47898. 340,000 tested, 0.083% active; in the data active = inhibition mostly above about 23%, no sharp cut-off; inactive = mostly below about 18%;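 note: 0% = cells with DMSO and 100% = no-cell wells with DMSO; some compounds called inactive have numbers as strong as hits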
dFosB activator = activators of mouse delta FosB homodimer; activation, % at 25 µM; P13346; purified delta FosB, TAMRA-CDK5 oligo fluorescence polarization; percent of positive-control signal above neutral wells; 340,000 tested, 0.99% active;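 active = mean activation above about 17%, with every replicate also reaching it, limit read from the data, passing the limit was not always enough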;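 note: fluorescence polarization rise as delta FosB binds a TAMRA Cdk5 AP-1 oligo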
HTR5A ag = HTR5A agonism, opioid heterodimer counter-screen. P47898. HTR5A agonist assay, luminescence, cell-based. activation, % at 9.3 µM. 340,000 tested, 0.61% active. AID 504692; in the data active = activation mostly above about 9.5%, no sharp cut-off; inactive = mostly below about 7.6%;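 note: 0% = cells with vehicle only and 100% = reference agonist; strong numbers were not always called active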
NSD2 HMT inh = blocks human histone methyltransferase NSD2; O96028; NSD2 peptide methylation, AlphaScreen, 120 min; inhibition, % at 12.5 µM; 310,000 tested, 0.54% active; in the data active = inhibition above about 50%
MITF act = MITF TRPM1 promoter activation in melanoma cells; SK-MEL-5 TRPM1-promoter luciferase, 24 h; % of positive control, neutral wells = 0; activation, % at 12.5 µM; 300,000 tested, 0.75% active;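 active = mean activation of at least 80% with every replicate also reaching 80%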;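 note: 0% = neutral control wells and 100% = parthenolide positive control wells; values of inactives mirror those of a sister screen read the other way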
SR-BI DiI inh = mouse SR-BI HDL lipid transfer inhibition; Q61009; ldlA[mSR-BI] CHO cells, DiI-HDL uptake fluorescence, 3 h; inhibition, % at 12.5 µM; 320,000 tested, 0.96% active; AID 488896;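 active = mean replicate inhibition of at least 70% and a set share of replicates each scoring 70 or more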;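 note: 0% = median of neutral control wells and 100% = median of positive control wells; values of inactives mirror those of a sister screen read the other way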
Numbers without * were called inactive; . = not tested or not shown.

SMILES | Wnt act | V-ATPase pH | CDK5 p35 inh | PvdQ acylase | HTR5A inv ag | dFosB activator | HTR5A ag | NSD2 HMT inh | MITF act | SR-BI DiI inh
CCn1cnc2cc(NCc3nc4ccccc4n3C)ccc21 | 0 | 0 | 6.1 | 9 | 16 | -8 | 3 | -3 | 28 | -1
NC[C@@H]1O[C@H](C23CC4CC(CC(C4)C2)C3)Cc2c1ccc(O)c2O | -5 | 3 | 1.9 | -10 | -52 | -6 | 5 | . | -3 | 1
O=C(CCN1CCN(c2ccc(F)cc2)CC1)Nc1ccc(F)cc1 | -2 | 2 | 0.0 | -4 | 12 | -2 | 1 | . | -8 | -4
CCNC(=O)n1nccc1C(C)Oc1cccc(C(F)(F)F)c1 (centres undefined) | . | -2 | 0.4 | -6 | -4 | 0 | 1 | 0 | 13 | 5
N/C(=N/S(=O)(=O)c1ccccc1)c1cccc([N+](=O)[O-])c1 | -1 | 4 | -0.1 | -7 | -15 | 2 | 2 | 1 | 0 | -13
CCC(=O)Nc1ccccc1N1CCN(c2ccc(F)cc2)CC1 | 6 | -3 | 1.6 | -2 | -1 | 2 | 0 | 0 | . | 10
COc1ccc(CCc2ccc3ccccc3n2)cc1 | 1 | -38 | 1.1 | -4 | 1 | -4 | 0 | -2 | 64 | 0
C=CCn1c(SCC(=O)NNC(=S)Nc2ccccc2)nnc1-c1ccccc1 | 4 | -4 | 1.1 | -6 | -3 | -14 | 1 | -1 | -11 | -3
Cc1ccc2nsnc2c1NC(=O)Cc1ccc(Cl)cc1 | -3 | 1 | 0.3 | 16 | -8 | -1 | -3 | -3 | 1 | 2
CCCC(C)NC(=O)c1sc2nc3n(c(=O)c2c1C)CCC3 (centres undefined) | 11 | -2 | 0.6 | -8 | -20 | 0 | 7 | -4 | 10 | -9
Cc1ccc(NS(=O)(=O)c2ccc(OCC(=O)NCc3ccco3)cc2)cc1 | -2 | 3 | -0.4 | 7 | -17 | -2 | -4 | 2 | -3 | -5
Cc1ccc(OC(C)C)c(CN(CCO)CCO)c1 | 0 | 1 | 0.5 | -6 | 0 | 4 | 0 | -2 | 18 | 7
CCN(CCO)C(=O)CC(c1ccccc1)c1cc(Br)ccc1O (centres undefined) | . | -5 | 0.3 | 3 | -14 | -5 | -2 | . | . | -15
Cc1ccc2c(c1)C=CC(C)N2C(=O)c1ccccc1 (centres undefined) | . | -3 | -0.3 | -16 | -1 | -8 | 0 | 3 | -3 | -13
Cc1ccc2c(Cl)c(C)c(N3CCCC3)nc2n1 | 1 | 5 | -0.2 | -12 | 3 | -4 | 3 | -2 | -5 | -20

4 entries from above, with tabs:
SMILES	Wnt act	V-ATPase pH	CDK5 p35 inh	PvdQ acylase	HTR5A inv ag	dFosB activator	HTR5A ag	NSD2 HMT inh	MITF act	SR-BI DiI inh
CCNC(=O)n1nccc1C(C)Oc1cccc(C(F)(F)F)c1 (centres undefined)	.	-2	0.4	-6	-4	0	1	0	13	5
O=C(CCN1CCN(c2ccc(F)cc2)CC1)Nc1ccc(F)cc1	-2	2	0.0	-4	12	-2	1	.	-8	-4
CCN(CCO)C(=O)CC(c1ccccc1)c1cc(Br)ccc1O (centres undefined)	.	-5	0.3	3	-14	-5	-2	.	.	-15
CCCC(C)NC(=O)c1sc2nc3n(c(=O)c2c1C)CCC3 (centres undefined)	11	-2	0.6	-8	-20	0	7	-4	10	-9

Ordered by heavy-atom count (largest number first): some entries from above.
SMILES | Wnt act | V-ATPase pH | CDK5 p35 inh | PvdQ acylase | HTR5A inv ag | dFosB activator | HTR5A ag | NSD2 HMT inh | MITF act | SR-BI DiI inh
C=CCn1c(SCC(=O)NNC(=S)Nc2ccccc2)nnc1-c1ccccc1 | 4 | -4 | 1.1 | -6 | -3 | -14 | 1 | -1 | -11 | -3
O=C(CCN1CCN(c2ccc(F)cc2)CC1)Nc1ccc(F)cc1 | -2 | 2 | 0.0 | -4 | 12 | -2 | 1 | . | -8 | -4
Cc1ccc2nsnc2c1NC(=O)Cc1ccc(Cl)cc1 | -3 | 1 | 0.3 | 16 | -8 | -1 | -3 | -3 | 1 | 2

(more compounds)
SMILES | Wnt act | V-ATPase pH | CDK5 p35 inh | PvdQ acylase | HTR5A inv ag | dFosB activator | HTR5A ag | NSD2 HMT inh | MITF act | SR-BI DiI inh
COc1cc(C2NC(C(=O)O)Cc3c2[nH]c2ccccc32)cc(OC)c1OC (centres undefined) | . | -2 | 0.5 | -9 | 9 | 2 | -3 | 0 | 0 | 2
O=c1cc(CSc2ccccn2)[nH]c(=O)[nH]1 | -1 | -4 | 0.1 | -17 | -9 | -5 | 3 | 0 | . | -35
CCOc1ccc(NC(=O)CCN2CCN(S(=O)(=O)c3ccc(OC)cc3)CC2)cc1 | . | 2 | -0.7 | 5 | -23 | -9 | 5 | 1 | 7 | -10
Cc1nc(-c2ccc(S(=O)(=O)N3CCN(Cc4ccccc4)CC3)s2)cs1 | 2 | -3 | 0.3 | -11 | -9 | -5 | 4 | -2 | -14 | 11
Cn1c(=O)n(C)c2cc(N3CCCCC3)c(NC(=O)c3ccccc3)cc21 | 0 | 0 | 1.1 | 0 | -15 | -9 | -1 | 38 | -5 | 24
O=C(OCC(=O)N1CCOCC1)C(c1ccccc1)c1ccccc1 | . | 3 | 0.8 | -8 | 19 | -1 | -8 | -3 | 7 | -15
CC1CCN(C(=S)NC2CC3CCC2C3)CC1 (centres undefined) | . | -2 | -2.6 | 2 | -2 | -5 | -1 | -4 | 0 | 4
Cc1cc2c(cc1C)NC(=O)CC(C(F)(F)C(F)(F)C(F)(F)F)=N2 | 11 | -2 | -1.2 | -9 | -28 | -14 | 4 | 2 | -3 | -10
Nc1nc(NCc2ccco2)nc(N2CCOCC2)c1[N+](=O)[O-] | 24 | -3 | -0.3 | -15 | -1 | -2 | 10 | 17 | . | -4
CN(Cc1cccs1)C(=O)CCc1ccc(S(=O)(=O)N2CCOCC2)cc1 | -6 | 1 | -0.1 | 6 | 6 | -3 | -4 | 0 | 12 | -12
COCCn1c(-c2ccccc2)nc2ccccc21 | 5 | 1 | 0.9 | -22 | 19 | -6 | -3 | -3 | 16 | -31
COC(=O)c1ccc(NC(=O)C23CC4CC(C2)CC(n2cncn2)(C4)C3)cc1 | 4 | -2 | 0.2 | -8 | 14 | -3 | 2 | -2 | -16 | -6
COC(=O)c1ccc(N2CCCCC2)c(NC(=O)c2ccco2)c1 | 0 | 6 | 0.6 | 6 | -15 | -6 | 5 | 0 | 1 | .
COc1ccc2[nH]c3c(c2c1)CCN1C(=O)C(CC(=O)NCCN2CCOCC2)C[C@H](C(=O)N(C(C)C)C(C)C)[C@@]31C (some centres undefined) | -2 | -2 | 1.2 | 7 | -8 | 4 | 2 | . | 0 | -43
Cc1cc(C(=O)O)c(CCCN)s1 | . | -3 | -0.8 | -12 | 11 | -6 | 6 | -1 | 7 | -29
O=C(CCSCCc1ccccn1)Nc1ccc(Br)cc1F | 0 | 2 | -2.4 | -13 | -20 | 1 | 8 | -1 | -4 | .
Cc1cc(C)n2[nH]c(=O)c(N=Nc3cccc(C(F)(F)F)c3)c2n1 | . | 5 | -0.6 | 14 | -16 | 8 | 7 | -1 | -7 | -3
Cc1ccc(S(=O)(=O)N(C)CC(=O)Nc2cccc(C)n2)cc1 | . | -2 | -1.1 | -7 | -11 | -6 | 4 | 25 | -1 | 0
CCn1c(SCC(=O)Nc2ccccc2OC)nc2ccccc2c1=O | 0 | -1 | 10 | 3 | -2 | -3 | 1 | 5 | -4 | 14
Cn1c(NCc2ccccc2)cc(=O)n(C)c1=O | . | 2 | 0.2 | -4 | 26 | 0 | 0 | -2 | -10 | -18
O=C(C1CCN(c2ncnc3c2nc2n3CCCCC2)CC1)N1CCN(c2ccc(F)cc2)CC1 | -2 | 1 | 4.3 | -5 | -17 | -8 | 4 | 12 | 4 | 57
CCN(CC(=O)NCc1cccs1)S(=O)(=O)c1ccc([N+](=O)[O-])cc1 | -1 | -4 | 0.4 | -3 | 2 | -2 | 2 | -1 | -4 | .
O=C(COC(=O)CN1C(=O)c2ccccc2C1=O)NC1CCCC1 | 1 | 6 | -1.5 | -10 | 4 | 3 | -1 | 5 | -4 | .
CC(C)(C)S(=O)(=O)N1Cc2cc(CO)cc(CCO)c2[C@@H]1CCO | 0 | 4 | -0.3 | -15 | 13 | -3 | -4 | . | 12 | -8
O=C(c1ccc2nc(Cc3cccc(Cl)c3)oc2c1)N1CCC(CO)CC1 | -4 | 1 | 1.0 | -11 | -27 | -5 | 1 | -1 | -7 | 0
CC(C)(C)c1ccc(C(=O)N2CCN(Cc3ccccc3)CC2)cc1 | -1 | 1 | -0.8 | -5 | -6 | -7 | 2 | -1 | . | 51
NNC(=O)COc1ccc(F)cc1 | 18 | -3 | 1.0 | -12 | 6 | 9 | -2 | -1 | 9 | -48
O=c1c2cc(N3CCOCC3)ccc2[nH]c(=S)n1CCCN1CCCCCC1 | . | -2 | 0.9 | -9 | -2 | 3 | 1 | 3 | 15 | -27
CCOc1ccc(NC(=S)N2CCN(CCN3C(=O)c4cccc5cccc(c45)C3=O)CC2)cc1 | 1 | -1 | -1.9 | 10 | -9 | 15 | 3 | 5 | -13 | 69
COc1ccc(C(=O)Nc2cc3c(cc2N2CCOCC2)n(C)c(=O)n3C)cc1OC | . | 3 | 1.5 | -11 | 3 | -6 | 0 | . | 8 | -9
O=C(c1ccccc1-c1nc(-c2ccc(Cl)cc2)no1)N1CCCC1 | 17 | -5 | -0.2 | -5 | -10 | -8 | 4 | -4 | 21 | 66
CC(C)(C)Cc1nnc(NS(=O)(=O)Cc2ccccc2)s1 | . | 14 | -0.8 | -10 | 20 | 1 | -3 | 7 | 11 | -16
C1CCC(Nc2nnnn2C2CCCCC2)CC1 | -2 | 4 | 0.8 | -10 | 1 | -9 | 0 | -1 | . | 13
CN(C)S(=O)(=O)c1ccc(N2CCCC2)c(C(=O)Nc2cccc(F)c2)c1 | -1 | -2 | -2.7 | -1 | -26 | -9 | 0 | -1 | -10 | -16
O=C(NCc1ccon1)C1CCC(=O)N(CCc2cccc(F)c2)C1 (centres undefined) | 3 | -5 | -1.0 | 2 | -16 | -3 | 1 | -1 | -2 | -22
O=C(O)C1CSC(c2ccccc2Cl)N1C(=O)c1ccc(Cl)cc1 (centres undefined) | -7 | -6 | 1.7 | 7 | -39 | -2 | -1 | -2 | 5 | -8
N#Cc1c(-c2ccccc2)nc(SCC(=O)Nc2ccccc2)[nH]c1=O | . | 3 | 0.7 | -2 | -1 | -14 | 0 | -2 | -10 | -29
Cc1ccc(Nc2ccc(-n3ccnc3)nn2)cc1C | . | 0 | -0.1 | -5 | 7 | 2 | -2 | 2 | 21 | 15
CN(Cc1cccs1)C(=O)CCNS(=O)(=O)c1ccc(Br)cc1 | -3 | 3 | 0.1 | -20 | 0 | 0 | -3 | -2 | -5 | -14
COC1CCN(C(=O)CC2C(=O)NCCN2CC2CCCCC2)CC1 (centres undefined) | . | -1 | -0.1 | -18 | -5 | -6 | 2 | -4 | 18 | -20

Outcome played no part in choosing rows; about 5% have a hit in one of these screens.
